Source: PubChem BioAssay (National Center for Advancing Translational Sciences (NCATS))
RXFP1 ag = qHTS Assay for Agonists of the Relaxin Receptor RXFP1 | Relaxin receptor 1 (Homo sapiens), Q9HBX9 | Potency, µM (titrated, usually from 57.5 µM), for inactives: at the highest dose activation, usual class: activators | HEK293T-RXFP1 cAMP TR-FRET, 30 min; response scale: percent of porcine relaxin response, buffer zero | actives 0.3% (n = 370,000); note: potency is the fitted concentration of half-maximal effect; % is set by controls: 0 for no effect and ±100 for the full control effect; nearly all actives have a fitted effect of over 60% in size; many of its hits are not listed in these tables
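HEK293T cells stably expressing RXFP1 were pretreated with the PDE4 inhibitor Ro 20174, exposed to compounds for 30 min at 37C, lysed, and cAMP was read by TR-FRET. Data normalized to buffer (basal) and 29 nM porcine relaxin (100%).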
D2 potentiator = HTS Assay for Positive Allosteric Modulators of the Human D2 Dopamine Receptor: Primary Screen for Potentiators | D(2) dopamine receptor (Homo sapiens), P14416 | HEK293 T-REx D2, calcium flux, EC20 dopamine potentiation | potentiation, % at 10 µM | actives 0.34% (n = 340,000);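 active = potentiation over 3 SD above the plate norm, cut at about 30% in these data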; note: 0% is about no effect
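Potentiation of an EC20 dopamine calcium response is measured in a force-coupled, tetracycline-inducible Hek293 Trex D2 line. Compound-only kinetic reads over 180 s flag agonists before dopamine addition.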
Vif-APOBEC3G blk = qHTS for Inhibitors of Vif-A3G Interactions: qHTS; DNA dC->dU-editing enzyme APOBEC-3G (Homo sapiens), Q9HC16; HeLa A3G-eYFP + Vif (tagged APOBEC3G with the HIV-1 protein that degrades it), YFP fluorescence, overnight; Potency, µM (top dose mostly 46.1 µM), inactives show top-dose activity, negative = active, most hits filed as inhibitors; actives 0.076% (n = 410,000);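 note: potency is the fitted concentration of half-maximal effect; % is set by controls: 0 for no effect and ±100 for the full control effect; nearly all actives have a fitted effect of over 60% in size; hits raise eYFP signal because A3G escapes Vif-driven loss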
Target sequence (Q9HC16 whole entry, looked up): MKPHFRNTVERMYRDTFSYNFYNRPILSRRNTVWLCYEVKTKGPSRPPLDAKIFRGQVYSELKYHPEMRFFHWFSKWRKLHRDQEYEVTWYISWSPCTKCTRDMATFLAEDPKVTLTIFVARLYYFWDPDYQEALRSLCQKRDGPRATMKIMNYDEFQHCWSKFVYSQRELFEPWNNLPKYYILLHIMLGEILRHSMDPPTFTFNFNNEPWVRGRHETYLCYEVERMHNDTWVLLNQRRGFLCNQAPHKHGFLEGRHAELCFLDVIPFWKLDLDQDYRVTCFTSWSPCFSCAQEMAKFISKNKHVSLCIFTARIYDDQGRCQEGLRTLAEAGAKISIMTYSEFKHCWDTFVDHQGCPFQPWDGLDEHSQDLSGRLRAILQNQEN
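Read-out is eYFP fluorescence (Ex 488/Em 500-530) from Vif-expressing HeLa A3G-eYFP cells; more signal means A3G escaped Vif-mediated degradation. Cells plated overnight, compound pinned in, incubated overnight at 37 deg C.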
Vif-A3F inh = qHTS for Inhibitors of Vif-A3F Interactions: qHTS; actives 0.2% (n = 390,000); HeLa A3F-eYFP + Vif (tagged APOBEC3F with the HIV-1 protein that degrades it), YFP fluorescence increase; AID 602313, 2012; Potency, µM (series often up to 46.1 µM), without a hit: top-dose activity, negative = active; note: potency is the fitted concentration of half-maximal effect; % of control where 0% means no effect; nearly all actives have a fitted effect of over 65% in size
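Fluorescence increase (Ex 488/Em 500-530) after overnight compound treatment at 37 deg C flags inhibition of Vif-driven A3F-eYFP loss in stable HeLa A3F-eYFP/Vif cells seeded overnight beforehand.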
LDHA block = qHTS assay for inhibitors of human lactate dehydrogenase; purified LDHA, NADH/diaphorase-resazurin fluorescence; stronger effect = lower value; activity change, % (values are at about 110 or 230 µM); actives 0.15% (n = 480,000); AID 1347041, 2019; in the data active = activity change below about -30%; inconclusive = mostly about -25% to -30%;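 note: plate controls were DMSO wells for no effect and wells without enzyme for full effect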
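Human LDH5 at 2 nM final in Tris HCl pH 7.4 with 0.06 mM NADH and 0.2 mM pyruvate, reacted 5 minutes at room temperature. Remaining NADH coupled via diaphorase/resazurin; resorufin fluorescence read at 0 and 20 minutes, normalized to enzyme-free and DMSO wells.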
D1 antagonist = Antagonist of Human D 1 Dopamine Receptor: qHTS | activity change, negative = inhibition, % at 10 µM | HEK293 TREx D1 cells, calcium flux, dopamine EC80; stronger effect = lower value | AID 504652, 2011 | actives 3.2% (n = 360,000) | D(1A) dopamine receptor (Homo sapiens), P21728; in the data active = activity change below about -30%; note: % is set by controls: 0 for no effect and ±100 for the full control effect
Target sequence (P21728 whole entry, looked up): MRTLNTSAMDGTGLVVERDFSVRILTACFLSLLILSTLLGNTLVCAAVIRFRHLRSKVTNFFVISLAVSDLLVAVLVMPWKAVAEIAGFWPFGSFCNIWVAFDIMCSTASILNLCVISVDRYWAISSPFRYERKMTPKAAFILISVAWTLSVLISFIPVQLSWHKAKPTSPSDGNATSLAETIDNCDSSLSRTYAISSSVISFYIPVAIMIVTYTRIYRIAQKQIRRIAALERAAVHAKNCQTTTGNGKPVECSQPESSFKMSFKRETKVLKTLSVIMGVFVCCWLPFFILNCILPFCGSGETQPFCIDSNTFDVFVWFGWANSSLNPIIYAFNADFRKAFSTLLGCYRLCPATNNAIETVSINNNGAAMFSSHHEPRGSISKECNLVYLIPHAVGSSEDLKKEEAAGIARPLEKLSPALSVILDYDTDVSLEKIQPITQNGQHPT
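Compound effects on dopamine-evoked calcium signalling were measured in tetracycline-induced HEK293 Trex D1 cells. Dopamine at EC80 followed a 180 s compound pre-read, and fluorescence was tracked kinetically for 180 s more.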
D1 potentiator = Potentiators of Human D1 Dopamine Receptor: qHTS | AID 504651, 2011 | actives 0.036% (n = 360,000) | HEK293 TREx D1 cells, calcium flux, dopamine EC20 potentiation | D(1A) dopamine receptor (Homo sapiens), P21728 | potentiation, % at 10 µM; in the data active = potentiation above about 30%; note: 0% is about no effect
D1 agonist = Allosteric Agonists of the Human D1 Dopamine Receptor: qHTS | HEK293 T-REx D1 cells, calcium flux, agonist mode | D(1A) dopamine receptor (Homo sapiens), P21728 | actives 1% (n = 360,000) | AID 504660, 2011 | activation, % at 2 µM; in the data active = activation above about 30%; note: 0% is about no effect
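Inducible HEK293 T-REx D1 cells, force-coupled to calcium signalling, were plated at 4000 cells/well with tetracycline and held overnight at 30 C. After no-wash calcium dye loading, compound-evoked calcium rise over 180 s flagged agonists.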
Glioma ERSR ind = qHTS for Inducers of the Endoplasmic Reticulum Stress Response (ERSR) in Human Glioma: qHTS. actives 0.02% (n = 420,000). AID 602332, 2012. U87-MG GRP78 promoter luciferase reporter, 16 h. Potency, µM, inactives show at the highest dose activation, usual class: activators; note: potency is the fitted concentration of half-maximal effect; series mostly up to about 76 µM; % of control where 0% means no effect; nearly all actives have a fitted effect of over 35% in size
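Stably transfected U87-MG human glioma cells carrying a GRP78-based luminescent sensor were seeded at 1000 cells/well, pin-dosed with compounds and incubated 16 h. Luciferase reagent was then added, and end-point luminescence was read after 10 min at room temperature.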
* hit, by the source's call; ? = inconclusive; · = not tested or not shown; & = joins results of further samples. Unless noted, calls come from the whole dose curve; as a rule, active = well fitted curve in the direction sought with a large enough effect; inconclusive = small, poorly fitted or top-dose-only effect, or another doubt; inactive = no such curve, though single readings can be large; an effect the other way counts as inactive or inconclusive. Only part of the results is shown; the hit share may differ from the screen's.

SMILES	RXFP1 ag	D2 potentiator	Vif-APOBEC3G blk	Vif-A3F inh	LDHA block	D1 antagonist	D1 potentiator	D1 agonist	Glioma ERSR ind
O=C(Nc1nnc(CSCc2ccccc2F)s1)c1cccc([N+](=O)[O-])c1	0.4%	-4	7%	0%	-4	-11	-5	10	5%
CC(=O)c1cc2c(cc1NC(=O)c1ccc(C)cc1)OCO2	1.3%	6	·	·	·	4	2	2	·
O=C(NCCCN1CCN(c2ccccc2)CC1)c1ccc2nc(Cc3ccccc3)oc2c1	-1.1%	-25	0%	7%	3	-60*	-3	32*	-1%
Nc1c(N(CCC2=CCCCC2)C(=O)C2CC2)c(=O)[nH]c(=O)n1Cc1ccccc1	0.0%	·	-2%	-6%	-4	6	2	3	-3%
COC(=O)CCC(=O)Nc1ccc2oc3c(c2c1)CCCC3	-0.3%	9	-1%	-5%	-5	10	-1	1	-3%
Cc1cccc(NC(=O)CN2C(=O)CNC2=O)c1	0.5%	-1	-1%	5%	2	-15	-3	2	-9%
Cc1ccc(S(=O)(=O)N2CCOCC2)cc1C(=O)Nc1ccc(C(N)=O)cc1	-1.0%	-6	0%	0%	-5	-32*	-10	3	-2%
Cc1cc(N=Nc2ccccc2)c(NCC(O)C(O)C(O)CO)cc1C (stereo not given)	-0.6%	-5	5%	0%	4	-7	-2	0	4%
Cc1cc(C(=O)COc2ccccc2C#N)c(C)n1C1CC1	-0.2%	-9	0%	1%	-1	-1	-7	0	9%
C=CCSc1nc(C)cc(C(=O)OCC)c1C#N	0.3%	7	1%	8%	3	5	3	2	0%
Cc1oc(C(=O)O)cc1COc1ccc2c3c(c(=O)oc2c1C)CCCC3	3.9%	6	·	·	·	-6	0	8	·
Clc1cc(Br)ccc1OCCOCCOc1cccc2cccnc12	1.5%	·	1%	6%	5	17	1	7	0%
O=C1c2ccccc2C(=O)N1Cc1nc2ccccc2c(=O)n1Cc1ccco1	3.4%	4	2%	-4%	-13	18	6	3	-5%
Cc1c(Cl)cccc1NC(=S)N(CCN(C)C)C(C)c1ccco1 (stereo not given)	-4.7%	-11	-3%	-7%	-9	-8	1	2	-5%
Cc1ccc2oc(=O)c3cc(C(=O)NCCCN4C(C)CCCC4C)sc3c2c1 (stereo not given)	5.5%	16	8%	2%	-2	-7	1	0	-6%
Cc1cc(/C(N)=N/OC(=O)Nc2ccc(Cl)cc2)no1	0.0%	-17	-2%	-6%	-14	-3	2	8	4%
C/C(CS(=O)(=O)c1ccccc1)=N\O	2.4%	6	2%	1%	-5	4	1	1	2%
COc1ccc(Br)cc1C1CC(=O)N2CN(Cc3ccccc3)CSC2=C1C#N (stereo not given)	3.9%	11	-3%	3%	7	-31*	-1	2	-4%
COc1cc(C#Cc2c(-c3ccccc3OC)oc3ccccc23)cc(OC)c1	0.2%	4	-1%	5%	1	·	2	1	-4%
O=C(CNC(=O)c1ccc(OC(F)F)cc1)NCc1ccccn1	0.1%	·	1%	1%	-5	24	-4	-1	-4%
O=c1[nH]c2cccc(Cl)c2n(CCNc2ncc(C(F)(F)F)cc2Cl)c1=O	0.8%	-4	-4%	-1%	-3	0	5	19	-1%
CC(C)c1ccc(NC(=O)CN2C(=O)c3cccc4cccc2c34)cc1	3.2%	-8	0%	-7%	-7	-15	1	3	-3%
CC1CCc2c(sc(NC(=O)C3c4ccccc4Oc4ccccc43)c2C(N)=O)C1 (stereo not given)	3.7%	11	0%	-2%	1	0	1	6	-2%
CCn1c(SCC(=O)Nc2nc3ccccc3s2)nnc1-c1ccc(Br)cc1	?	2	-1%	0%	1	-8	-4	2	-4%
COc1ccc(NC(=O)/C(C#N)=C/c2c(C)nn(-c3ccc(F)cc3)c2Cl)cc1OC	2.0%	14	-13%	1%	-1	-32*	-17	1	?
COc1ccc(C(C(=O)NC2CCCCC2)N(C(=O)c2sc(C)nc2C)c2ccc(OC)cc2)cc1 (stereo not given)	4.7%	-2	2%	1%	-7	-3	1	1	-2%
S=C(Nc1ccc(Cl)c(Cl)c1)N1CCN(c2ccccn2)CC1	1.5%	-10	0%	-7%	-3	-7	1	2	-3%
Cc1cccc(CNC(=O)C2CCN(c3nnc(-n4c(C)ccc4C)s3)CC2)c1	0.8%	3	·	·	-6	4	-1	-3	·
CCOc1ccccc1CNC(=O)C1CCN(c2nn3c(=O)cc(C)nc3s2)CC1	0.9%	-8	2%	-5%	-4	-3	6	1	-3%
O=C(c1ccccc1N(Cc1ccccc1)S(=O)(=O)c1ccccc1)N1CCOCC1	3.4%	5	0%	17%	-1	8	·	0	-5%
CC(C)c1cc(C(=O)NCc2ccccc2)no1	7.4%	-8	-2%	2%	-8	-11	0	-2	3%
CCn1cc(CN2CCCC(C(=O)Nc3cccc(-n4cccn4)c3)C2)c(C)n1 (stereo not given)	0.4%	-18	-1%	4%	-4	-8	1	1	-5%
COc1ccc(NS(=O)(=O)c2ccc(C)c(C(=O)N(C)CC(=O)Nc3cccc(OC)c3)c2)cc1	-1.7%	-4	3%	3%	-7	5	-4	1	-3%
C=CCOc1ccccc1CNn1nnnc1N	-1.6%	-2	1%	-2%	-5	-6	0	0	-4%
CC(=O)c1ccc(S(=O)(=O)N2CCN(CCOc3ccccc3)CC2)cc1	·	·	-4%	4%	-4	·	·	·	-6%
Cc1ccc2c(c1)c(=O)c1c3n2CCN(C(=O)CCl)C3CC1 (stereo not given)	2.7%	-12	-3%	-4%	19	-15	-1	0	-4%
Cc1cc(OCCN2CCOCC2)ccc1[N+](=O)[O-]	0.4%	8	1%	1%	-25	-13	-1	3	1%
O=C1NC(=S)N/C1=C\c1cccc([N+](=O)[O-])c1	3.2%	-12	-1%	1%	-5	-2	-2	0	-2%
CCOc1cc(/C=C2\C(=O)N(CCc3ccc(OC)c(OC)c3)C(C)=C2C(=O)OC)ccc1O	-0.4%	-1	2%	2%	38	5	4	5	-2%
C[C@@H]1CN([C@@H](C)CO)C(=O)c2cc(C#CC3CCCCC3)cnc2O[C@@H]1CN(C)S(=O)(=O)c1ccc(F)cc1	·	·	-10%	-4%	9	·	·	·	-3%
COc1ccc(N2CCN(c3cc(C)c4ccc(C)cc4n3)CC2)cc1	0.3%	4	-2%	-6%	-3	6	-2	12	-3%
Cc1ccc(Cn2c(=O)n(Cc3ccco3)c(=O)c3sc4ccccc4c32)cc1	-2.7%	8	5%	-3%	-5	11	-2	1	-3%
Cc1ccc(NC2Sc3ccccc3NC2=O)cc1Cl (stereo not given)	-0.1%	14	-11%	7%	-15	26	-1	7	5%
O=C(NCCc1ccc(Cl)cc1)c1ccc(CS(=O)(=O)Cc2ccccc2F)o1	0.3%	-6	4%	0%	-4	-19	-2	5	-7%
Cc1ccc(C(=O)Nc2nc(=O)[nH]s2)cc1	0.4%&-0.3%	3&5	-4%&-10%	1%&4%	-10&-3	-22&-3	-3&3	6&5	-1%&0%
CC(=O)c1cc2c(cc1NC(=O)C1CCC1)OCO2	-0.4%	7	-2%	-4%	-2	11	-1	0	0%
S=C1NNC2(CC3CC2C2CCCC32)NN1 (stereo not given)	5.1%	1	-3%	-3%	-2	-6	0	0	-2%
O=C(CC1C(=O)NCCN1Cc1ccoc1)NCCCn1ncc2ccccc21 (stereo not given)	3.6%	-2	-3%	-11%	0	-24	-4	2	-4%
CCc1ccc(NC(=O)C(CC)Sc2nc3cc4c(cc3c(=O)n2Cc2ccco2)OCO4)cc1 (stereo not given)	-0.5%	6	?	-11%	-12	5	9	1	-3%
CC[C@]12c3[nH]c4cc(CCC(=O)N(C)C)ccc4c3CCN1C(=O)[C@@H](CC(=O)NCc1ccc(OC)c(OC)c1)C[C@@H]2C(=O)N1CCN(C(=O)c2ccco2)CC1	·	·	2%	4%	-11	·	·	·	-1%
COC(=O)c1ccccc1NC(=O)c1cc2c(s1)-c1ccccc1OC2	6.7%	-5	?	0%	1	3	0	2	-5%
Cc1nc(C)n(C(=O)N(c2ccccc2)c2ccccc2)n1	3.4%	7	2%	0%	-1	7	-4	1	-4%
O=C(CSc1nc2ncc(Cl)cc2[nH]1)N1CCOCC1	·	·	3%	-4%	-4	·	·	·	-1%
Cc1ccc(S(=O)(=O)N2CCN(C(=O)CC(C)n3cncn3)CC2)cc1 (stereo not given)	0.3%	·	-2%	15%	-1	-11	-8	0	-6%
CN(C(=O)COC(=O)c1ccc2ccccc2n1)C1CCS(=O)(=O)C1 (stereo not given)	-0.6%	-2	0%	3%	-7	10	-3	2	0%
Cc1ccc(CNc2ccc(N3CCOCC3)c(C(=O)O)c2)s1	-0.5%	-2	3%	-4%	-2	6	-4	2	-2%
COc1ccc(OC)c2sc(N(CCN(C)C)C(=O)c3cc(Cl)sc3Cl)nc12	-0.1%	-10	-2%	-8%	3	2	-4	3	-2%
